HEK293 tox = HEK 293 cell cytotoxicity | hit rate 6.6% among 94,000 | HEK 293 viability, ATP luminescence (CellTiter-Glo), 48-72 h | AID 1345083 | Potency, µM (top dose mostly 115 µM), for inactives: top-dose activity change, negative = cytotoxicity, most hits filed as inhibitors; further: potency means the concentration at half of the fitted maximal effect; nearly all actives have a fitted effect of over 60% in size
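Cells seeded first (HEK 293, 250 cells/well), then compound added by pintool. Incubation ran 48 or 72 hr at 37 degree Celsius. CellTiter-Glo was added and luminescence imaged after 10 min at room temperature.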
HEK293 viab = cell viability loss counter-screen; hit rate 0.12% among 150,000; HEK-293-SNCA-luc viability, GF-AFC fluorescence, 24 h; Potency, µM (titrated, usually from 57.1 µM), for inactives: top-dose activity change, negative = cytotoxicity, most hits filed as cytotoxic;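 further: potency means the concentration at half of the fitted maximal effect; 0% = DMSO-treated cells and -100% = medium-only wells without cells; nearly all actives have a fitted effect of over 30% in size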
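HEK-293-SNCA-luc cells (1500/well) plated 24 h, then exposed 24 h to a dilution series; GF-AFC added 30 min at 37C, fluorescence 405/540 nm; normalised to medium-only and DMSO wells, Hill fit.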
NIH3T3 tox = kills NIH 3T3 cells; NIH 3T3 viability, CellTiter-Glo ATP luminescence, 48-72 h; Potency, µM (highest dose often 96.7 µM), for the others: top-dose activity change, negative = cytotoxicity, most hits filed as inhibitors; hit rate 4.3% among 94,000; further: potency means the concentration at half of the fitted maximal effect; nearly all actives have a fitted effect of over 55% in size
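Viability of NIH 3T3 cells after 48 or 72 hr compound treatment at 37 °C was assessed by CellTiter-Glo, with luminescence imaged following a 10 min room-temperature step.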
GPT2 inhibitor = GPT2 alanine aminotransferase inhibition; AID 1671188; Potency, µM (series often up to 57.7 µM), without a hit: top-dose activity change, negative = inhibition, most hits filed as inhibitors; hit rate 0.25% among 100,000; Q8TD30; Recombinant GPT2, coupled pyruvate oxidase/HRP Amplex Red fluorescence; further: potency means the concentration at half of the fitted maximal effect; nearly all actives have a fitted effect of over 60% in size; many of its hits are not listed in these tables
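Fluorescence read-out: pyruvate from GPT2 turnover coupled to pyruvate oxidase, HRP and Amplex Red (0.2mM ThPP, 0.2U/mL PO and HRP, 50uM Amplex final). Substrates 250uM a-KG, 2mM L-alanine; enzyme 10ng/uL; 30 min RT.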
IP6K1 inhibitor = IP6K1 kinase inhibition | Q92551 | IP6K1 kinase, ADP-Glo luminescence, 2 h; stronger effect = lower value | activity change, % (series mostly up to about 58 µM) | hit rate 0.81% among 140,000; in the data active means activity change below about -25%
Target sequence (Q92551 whole entry, looked up): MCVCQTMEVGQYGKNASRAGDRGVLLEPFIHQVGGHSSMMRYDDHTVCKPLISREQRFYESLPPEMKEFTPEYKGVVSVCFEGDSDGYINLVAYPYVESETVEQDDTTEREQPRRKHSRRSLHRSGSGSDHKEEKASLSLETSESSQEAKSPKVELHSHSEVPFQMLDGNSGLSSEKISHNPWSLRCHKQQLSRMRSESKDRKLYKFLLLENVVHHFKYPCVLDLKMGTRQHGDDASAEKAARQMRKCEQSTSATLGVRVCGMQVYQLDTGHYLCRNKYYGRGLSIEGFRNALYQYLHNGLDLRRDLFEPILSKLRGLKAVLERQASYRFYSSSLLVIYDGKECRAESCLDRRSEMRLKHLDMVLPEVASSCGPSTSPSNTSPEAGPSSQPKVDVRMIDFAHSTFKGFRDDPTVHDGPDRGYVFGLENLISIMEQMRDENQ
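ADP-Glo luminescence measures ADP made by human IP6K1 during a 2 h RT reaction with ATP/IP6 (mix at 1.3 mM/130 uM); top library doses 57.5 and 19.1 uM final.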
FLuc inh = blocks purified firefly luciferase enzyme activity; P08659; purified P. pyralis luciferase, luminescence, biochemical; Potency, µM (highest dose often 115 µM), for the others: top-dose activity change, negative = inhibition, usual class: inhibitors; hit rate 2.5% among 76,000; AID 1347043; further: potency means the concentration at half of the fitted maximal effect; nearly all actives have a fitted effect of over 65% in size
Target sequence (P08659 whole entry, looked up): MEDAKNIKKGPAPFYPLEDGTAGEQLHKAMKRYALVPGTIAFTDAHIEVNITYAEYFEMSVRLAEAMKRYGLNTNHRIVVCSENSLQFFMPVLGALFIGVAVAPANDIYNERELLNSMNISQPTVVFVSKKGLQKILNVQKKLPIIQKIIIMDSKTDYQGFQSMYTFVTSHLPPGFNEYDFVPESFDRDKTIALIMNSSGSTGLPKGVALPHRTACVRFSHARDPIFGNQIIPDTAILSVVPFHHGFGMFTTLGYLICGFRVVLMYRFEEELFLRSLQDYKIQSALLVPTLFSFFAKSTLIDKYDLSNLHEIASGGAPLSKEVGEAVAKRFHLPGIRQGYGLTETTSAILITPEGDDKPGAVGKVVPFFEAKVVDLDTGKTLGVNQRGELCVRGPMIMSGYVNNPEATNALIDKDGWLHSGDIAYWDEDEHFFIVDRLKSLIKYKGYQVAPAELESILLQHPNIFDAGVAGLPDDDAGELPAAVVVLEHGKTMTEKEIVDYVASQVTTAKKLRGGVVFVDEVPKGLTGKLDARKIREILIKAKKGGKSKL
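Cell-free enzyme assay, 10nM P. pyralis luciferase, luciferin and ATP each at 10uM. Inhibition profiled over a 6-point titration, read as luminescence.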
SNCA expr inh = SNCA gene expression inhibition; HEK-293 SNCA-luciferase knock-in, luminescence, 24 h; hit rate 0.17% among 140,000; Potency, µM (highest dose often 57.2 µM), inactives show top-dose activity change, negative = inhibition, actives largely listed as inhibitors; AID 1671194;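 further: potency means the concentration at half of the fitted maximal effect; plate controls were DMSO cells for no effect and cell-free wells for full effect; nearly all actives have a fitted effect of over 45% in size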
Numbers without * were called inactive; i = inactive; ? = inconclusive; / = not tested or not shown; & = joins results of further samples; [ ] = another dose, or the depositor's remark. Unless noted, the call rests on the fitted dose curve; in most records, active means well fitted curve in the direction sought with a large enough effect; inconclusive means small, poorly fitted or top-dose-only effect, or another doubt; inactive means no such curve, though single readings can be large; an effect the other way counts as inactive or inconclusive. Unless noted, on the % scale 0 is the no-effect control and ±100 the full control effect.

SMILES	HEK293 tox	HEK293 viab	NIH3T3 tox	GPT2 inhibitor	IP6K1 inhibitor	FLuc inh	SNCA expr inh
Cc1ccc(-c2ncc(C(=O)Nc3ccccc3)c(-c3ccncc3)n2)cc1	?	?	-4%	?	16	-5%	?
CC(=O)NCCC(=O)N1Cc2ccccc2CC2(CCN(CC3CCNC3)CC2)C1 (configuration not stated)	4%	8%	i	-4%	-4	/	-10%
CCCNC(=O)N(C1CCOCC1)C1CCN(C(=O)c2ccc(C)s2)CC1	9%	7%	?	i	-2	5%	-11%
Cc1noc(C)c1S(=O)(=O)N1CCC(N(CCC(C)C)C2CCOCC2)CC1	-3%	4%	-9%	-8%	11	11%	-2%
CC(=O)N1CCC(Cc2ccc(CN(C(=O)CCc3ccccc3)C3CC3)cc2)CC1	?	-20%	?	0%	14	/	20%
CCOc1ccc(NC(=O)C2CC(=O)N(c3n[nH]c4cccc(F)c34)C2)cc1 (configuration not stated)	9%	1%	?	-5%	-2	0%	10%
Cc1nn(C)c2c1c(-c1ccccc1)cc(=O)n2Cc1ccc(Br)cc1F	/	4%	/	/	7	/	?
COC(=O)c1cc2sc(C)cc2n1Cc1nc(-c2ccc(C)cc2)oc1C	/	?	/	/	-17	/	-3%
COC(=O)N1CCn2c(nnc2-c2ccccc2)C1	2%[172 µM]	3%[87.6 µM]	-15%[138 µM]	-2%[88.5 µM]	-1	3%[172 µM]	6%[87.6 µM]
CN1C(=O)C(c2ccccc2)CC12CCN(C(=O)C1CCC(O)CC1)CC2 (configuration not stated)	-18%	-5%	-15%	i	2	-11%	-15%
Cc1ccc(C(=O)Nc2ccc3c(N4CCCCC4)ncnc3c2)cc1F	?	-24%	?	3%	22	-8%	?
Cc1cccc(CC(=O)N2CC(F)(F)C[C@H]2c2nnc(C3CC3)o2)c1	-2%	1%	-19%	i	15	-17%	-8%
N#Cc1ccccc1CN1CCCC(c2nc(-c3cccnc3)no2)CCNC(=O)CC1 (configuration not stated)	?	-20%	-14%	i	3	-2%	-15%
CCN(CC)S(=O)(=O)c1ccc2c(c1)N(CC(=O)Nc1ccc(F)cc1F)C(=O)C1CCCN21 (configuration not stated)	/	-3%	/	/	2	/	13%
Cc1ccc2onc(CNC(=O)NCc3ccccc3)c2c1	/	8%	/	/	-10	/	54%[activator]
CCn1cc(CN2CCC3(CCC3OC)CC2)cn1 (configuration not stated)	-6%	-2%	-3%	1%	11	4%	5%
COc1ccccc1NC(=O)N1CCC(Oc2ncccc2C(=O)N2CCOCC2)C1 (configuration not stated)	-18%	7%	-20%	1%	17	-7%	-8%
O=C(CCCCn1c(=O)c2ccccc2n(CC(=O)Nc2ccc(F)cc2F)c1=O)NCc1ccccc1Cl	/	-1%	/	/	-3	/	-1%
C[C@]1(CO)[C@H]2Cc3sc(NC(=O)c4ccc(F)cc4)nc3[C@@H](CC(=O)O)[C@]2(C)CC[C@H]1O	3%	5%	-1%	0%	-5	4%	-10%
O=C(CN1N=C(c2ccccc2)CCC1=O)NCc1ccc(F)cc1Cl	/	-6%	/	/	-16	/	-4%
O=C(Cn1nc2c(cc1=O)CCCC2)N1CCCC1	-10%	-10%	-36%	i	-4	-2%	-9%
Cc1ccc(Nc2ccnc(N3CCCC(C(=O)NCc4ccccc4F)C3)n2)cc1 (configuration not stated)	10µM*	-24%[12.5 µM]	14µM*	-14%	-1	/	?
Cc1nnc(N2CCCC(C(=O)Nc3ccccc3C(F)(F)F)C2)c2nn(-c3ccccc3)c(C)c12 (configuration not stated)	/	?	/	/	3	/	-21%
COc1ccc(Cn2c(CN(C)S(C)(=O)=O)n[nH]c2=O)cc1	1%	6%	3%	-7%	26	-5%	33%[activator]
O=C1COCCN1C1CCN(Cc2ccccc2)CC1	-8%[172 µM]	-10%&13%[87.6 µM]	-7%[138 µM]	4%[88.5 µM]	-8&-11	/	-11%&-6%[87.6 µM]
SMILES	HEK293 tox	HEK293 viab	NIH3T3 tox	GPT2 inhibitor	IP6K1 inhibitor	FLuc inh	SNCA expr inh
CC(=O)Nc1ccc(C(=O)NC2CCN(c3cc(-c4ccc(F)cc4)[nH]n3)C2)cc1 (configuration not stated)	?	3%	?	?	0	-6%	-11%
C[S+](=O)([O-])N1CCC(C(=O)N2CCCC(c3nc4ccncc4[nH]3)C2)CC1 (configuration not stated)	-1%	2%	-12%	i	11	/	-12%
COc1ccc([C@H]2C[C@@H](O)[C@@H](O)[C@@H]2NC(=O)c2c(C)noc2C)cc1	4%[172 µM]	-2%[87.6 µM]	-4%[138 µM]	-7%[88.5 µM]	2	0%[172 µM]	?
Cc1ccc(-c2cn(-c3ccc(Cl)cc3)c(S(=O)(=O)CC(=O)Nc3ccccc3)n2)cc1	/	-16%	/	/	-14	/	55%[activator]
COc1ccccc1Cn1c(=O)c(C(=O)NCCc2ccc(F)cc2)nc2cccnc21	?	-7%	?	?	3	/	-18%
O=C(CCc1ccccc1)N1CCCC(c2nn[nH]n2)C1 (configuration not stated)	3%	8%	i	-12%	-12	7%	-12%
COC(=O)CCc1sc(Nc2ccc(OC)cc2)nc1-c1ccc(OC)cc1	/	6%	/	/	-18	/	-9%
COc1ccc(N2CCN(CCCNC(=O)c3ccc4nc(N5CCCCC5)sc4c3)CC2)cc1	/	-7%	/	/	3	/	196%[activator]
COc1ccc(NC(=O)N2CCCC2c2nc(C3CCOCC3)no2)cc1 (configuration not stated)	4%	-1%	-1%	i	13	1%	13%
O=C1c2cnc(-c3ccccc3C(F)(F)F)nc2OCCN1Cc1ccccc1	?	4%[87.6 µM]	-29%[138 µM]	-12%[88.5 µM]	-15	-27%[172 µM]	-23%[87.6 µM]
Cc1nc(N2CCN(C(=O)Cc3cccs3)CC2)cc(C(F)(F)F)n1	?	5%	-29%	i	8	6%	?
CCCCS(=O)(=O)NC1CCc2nn(CC3CC3)c(=O)n2CC1 (configuration not stated)	-15%	8%	-17%	i	-12	4%	-13%
CNC(=O)[C@@H]1C[C@H](Oc2ccccc2)CN1C(=O)c1ccc2ncccc2c1	-18%	-19%	-11%	-20%	8	-13%	-25%
C=CCNC(=O)N[C@H]1CCN2C(=O)c3cc(-c4ccccc4F)ccc3NC(=O)[C@@H]2C1	-4%[172 µM]	-2%[87.6 µM]	-25%[174 µM]	-3%[88.5 µM]	-8	-24%[172 µM]	-1%[87.6 µM]
CCc1ccc(-n2nc(CO)c(C(=O)NCC(c3ccccc3)c3ccccc3)n2)cc1	/	10%	/	/	-1	/	10%
CCOC(=O)c1ccccc1NC(=O)CSc1nc(=O)[nH]c2c1CCC2	/	7%	/	/	-13	/	27%
Cn1cc(CNc2ccc(-c3nc(-c4cccc(C(F)(F)F)c4)no3)cn2)cn1	25µM*	-14%	?	-40%[11.5 µM]	-33*	-6%	60%[activator]
C=CCn1cc2c3c(cccc31)[C@H](CC(C)C)N[C@H](C(=O)NCCOC)C2	56µM*	-13%[87.6 µM]	89µM*	2%[88.5 µM]	11	?	-24%[87.6 µM]
CCOc1ccccc1NC(=O)CSc1nccn1Cc1ccc(F)cc1	/	8%	/	/	12	/	?
C[C@]1(CO)[C@H]2Cc3sc(NC(=O)c4ccc(F)cc4)nc3[C@@H](CC(=O)NC3CCCCC3)[C@]2(C)CC[C@H]1O	?	-10%	?	4%	-14	4%	12%
COc1ccc(Cn2ccc3nc(C)c(C(=O)NCc4ccc(OC)cc4OC)cc3c2=O)cc1	/	3%	/	/	-4	/	24%
O=C(CCn1cnc2ccccc2c1=O)N1CCCC(Nc2ccccc2)C1 (configuration not stated)	-7%	2%	-3%	-11%	12	4%	16%
Cc1cn2nc(C(=O)NCc3ccc(F)cc3F)cc2c(N2CCCC2)n1	?	-12%	?	i	-9	-7%	?
Cc1c(C(C)NC(=O)c2ccc(=O)[nH]c2)cnn1-c1cccc2ccccc12 (configuration not stated)	?	-1%	?	i	-5	-7%	-4%
CCCc1noc(-c2cccn3c(CNC(=O)C4CC4)nnc23)n1	-5%	-2%	4%	-1%	-2	-1%	-18%

A second format for nine compounds above:
compound,HEK293 tox,HEK293 viab,NIH3T3 tox,GPT2 inhibitor,IP6K1 inhibitor,FLuc inh,SNCA expr inh
Cc1ccc(-c2cn(-c3ccc(Cl)cc3)c(S(=O)(=O)CC(=O)Nc3ccccc3)n2)cc1,/,-16%,/,/,-14,/,55%[activator]
COc1ccccc1Cn1c(=O)c(C(=O)NCCc2ccc(F)cc2)nc2cccnc21,?,-7%,?,?,3,/,-18%
O=C(CCc1ccccc1)N1CCCC(c2nn[nH]n2)C1 (configuration not stated),3%,8%,i,-12%,-12,7%,-12%
COC(=O)CCc1sc(Nc2ccc(OC)cc2)nc1-c1ccc(OC)cc1,/,6%,/,/,-18,/,-9%
COc1ccc(N2CCN(CCCNC(=O)c3ccc4nc(N5CCCCC5)sc4c3)CC2)cc1,/,-7%,/,/,3,/,196%[activator]
COc1ccc(NC(=O)N2CCCC2c2nc(C3CCOCC3)no2)cc1 (configuration not stated),4%,-1%,-1%,i,13,1%,13%
O=C1c2cnc(-c3ccccc3C(F)(F)F)nc2OCCN1Cc1ccccc1,?,4%[87.6 µM],-29%[138 µM],-12%[88.5 µM],-15,-27%[172 µM],-23%[87.6 µM]
Cc1nc(N2CCN(C(=O)Cc3cccs3)CC2)cc(C(F)(F)F)n1,?,5%,-29%,i,8,6%,?
CCCCS(=O)(=O)NC1CCc2nn(CC3CC3)c(=O)n2CC1 (configuration not stated),-15%,8%,-17%,i,-12,4%,-13%

One compound at a time (already shown).
CNC(=O)[C@@H]1C[C@H](Oc2ccccc2)CN1C(=O)c1ccc2ncccc2c1 as listed: HEK293 tox = -18%; HEK293 viab = -19%; NIH3T3 tox = -11%; GPT2 inhibitor = -20%; IP6K1 inhibitor = 8; FLuc inh = -13%; SNCA expr inh = -25%
CCCCS(=O)(=O)NC1CCc2nn(CC3CC3)c(=O)n2CC1 (configuration not stated) as listed: HEK293 tox = -15%; HEK293 viab = 8%; NIH3T3 tox = -17%; GPT2 inhibitor = i; IP6K1 inhibitor = -12; FLuc inh = 4%; SNCA expr inh = -13%

Other records
SMILES	HEK293 tox	HEK293 viab	NIH3T3 tox	GPT2 inhibitor	IP6K1 inhibitor	FLuc inh	SNCA expr inh
COc1cc(NC(=O)c2cccc(F)c2)ccc1NC(=O)c1cc2ccccc2o1	/	6%	/	/	8	/	-13%
COCCn1c(=O)c(C(=O)N2CCN(C(=O)C3CC3)CC2)nc2cccnc21	-3%	0%	-27%	-3%	11	/	12%
COc1ccc(-c2csc3ncnc(Nc4cccc(OC)c4)c23)cc1	/	-6%	/	/	1	/	-26%
O=S(=O)(Nc1ccc(F)c(Cl)c1)c1ccc(Br)s1	/	2%	/	/	3	/	13%
Cc1ccnc(NC(=O)C2CC(=O)N(c3n[nH]c4ccccc34)C2)c1 (configuration not stated)	?	1%	?	-14%	10	-10%	13%
Cc1ccncc1C(=O)N1[C@@H]2CC[C@H]1CC(NC(=O)c1ccc(F)cc1)C2 (some centres not stated)	i	4%	-5%	1%	20	-1%	-13%

Assay outcomes as filed in PubChem BioAssay.
